Efflux pump inh: inhibitors of Candida efflux pumps in yeast, primary screen, S. cerevisiae, Nile Red, multiplex; S. cerevisiae Candida pump triplex; inhibition, % at 10 µM; 330,000 tested, 0.44% active; AID 485275, 2010;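 active = plate passing quality check with inhibition over a set limit, or well fluorescence over plate mean plus 4 SD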;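 also: Nile Red retained in pooled yeast measured as flow cytometry median fluorescence; 0% = buffer negative control and 100% = Enniatin B positive control; higher means more Nile Red kept so more efflux inhibition; some compounds called inactive have numbers as strong as hits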
HCV core dimer: inhibitors of HCV core protein dimerization, primary screen, biochemical, TR-FRET, high-throughput. TR-FRET GST/Flag-core106 dimerization, 1536-well. inhibition, % at 5 µM. 300,000 tested, 0.33% active;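 active = inhibition above the mean of all tested compounds plus 3 SD, set per screening campaign, cut at about 45% in these data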
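Assay system: tagged HCV core106 pair (GST and Flag); medium: KF-containing HEPES buffer, pH 7.45, DTT, CHAPS, BSA; also added: Eu donor and XL665 acceptor anti-tag antibodies; dosing: 5 µM single dose; timing: compound-protein-antibody incubation 4 h at 22.5 °C; signal: TR-FRET 671 and 617 nm emission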
PP5 primary: PP5 phosphatase inhibitors, primary screen, biochemical, fluorescence; Serine/threonine-protein phosphatase 5 (Homo sapiens), P53041; purified PP5c, OMFP substrate fluorescence; inhibition, % at 6.7 µM; 320,000 tested, 0.18% active;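 active = inhibition above the campaign's mean inhibition across all tested compounds plus 3 SD, cut at about 9.5% in these data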;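 also: 0% = DMSO only and 100% = 100 µM cantharidin control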
Target sequence (P53041 whole entry, looked up): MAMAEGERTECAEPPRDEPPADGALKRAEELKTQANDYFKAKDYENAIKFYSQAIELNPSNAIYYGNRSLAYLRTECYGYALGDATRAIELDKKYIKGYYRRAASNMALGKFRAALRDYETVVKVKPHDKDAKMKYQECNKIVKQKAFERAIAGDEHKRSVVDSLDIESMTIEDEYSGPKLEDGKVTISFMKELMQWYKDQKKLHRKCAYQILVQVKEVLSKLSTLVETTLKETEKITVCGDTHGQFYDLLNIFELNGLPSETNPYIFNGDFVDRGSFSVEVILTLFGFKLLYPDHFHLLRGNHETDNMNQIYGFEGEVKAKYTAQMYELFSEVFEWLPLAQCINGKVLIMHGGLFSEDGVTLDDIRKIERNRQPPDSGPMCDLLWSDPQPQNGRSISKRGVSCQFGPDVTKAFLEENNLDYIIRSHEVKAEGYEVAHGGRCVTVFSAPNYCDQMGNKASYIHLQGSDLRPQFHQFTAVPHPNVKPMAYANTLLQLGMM
PP1 counter: PP1-alpha phosphatase inhibitors, primary screen, counter-screen for PP5 inhibitor project, biochemical, fluorescence, OMFP substrate, single point | Serine/threonine-protein phosphatase PP1-alpha catalytic subunit (Homo sapiens), P62136 | purified PP1alpha | inhibition, % at 6.7 µM | 320,000 tested, 0.9% active | AID 2235, 2010;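 active = inhibition above the mean inhibition of all tested compounds plus 3 SD, computed separately for each screening campaign, cut at about 15% in these data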
Target sequence (P62136 whole entry, looked up): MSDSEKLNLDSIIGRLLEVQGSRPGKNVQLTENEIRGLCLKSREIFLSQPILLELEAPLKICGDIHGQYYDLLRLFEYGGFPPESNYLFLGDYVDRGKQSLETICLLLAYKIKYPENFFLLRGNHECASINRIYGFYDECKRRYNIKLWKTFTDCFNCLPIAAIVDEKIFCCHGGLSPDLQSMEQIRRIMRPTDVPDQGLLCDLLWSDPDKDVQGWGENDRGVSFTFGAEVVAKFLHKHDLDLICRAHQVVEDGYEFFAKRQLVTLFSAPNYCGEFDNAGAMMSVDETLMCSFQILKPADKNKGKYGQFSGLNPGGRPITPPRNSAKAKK
proCasp3 act: activators of human procaspase-3 D3A mutant, primary screen, biochemical, absorbance, PC-3 D3A mutant, single concentration | recombinant procaspase-3 D3A, Ac-DEVD-pNA absorbance 405 nm | activation, % at 8.5 µM | 330,000 tested, 0.11% active;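 active = activation above the mean of all tested compounds plus 3 SD, cut at about 21% in these data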;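 also: 0% = DMSO alone and 100% = DMSO wells spiked with extra 5 µM PC-3 D3A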
Target sequence (P42574 whole entry D9A/D28A/D175A): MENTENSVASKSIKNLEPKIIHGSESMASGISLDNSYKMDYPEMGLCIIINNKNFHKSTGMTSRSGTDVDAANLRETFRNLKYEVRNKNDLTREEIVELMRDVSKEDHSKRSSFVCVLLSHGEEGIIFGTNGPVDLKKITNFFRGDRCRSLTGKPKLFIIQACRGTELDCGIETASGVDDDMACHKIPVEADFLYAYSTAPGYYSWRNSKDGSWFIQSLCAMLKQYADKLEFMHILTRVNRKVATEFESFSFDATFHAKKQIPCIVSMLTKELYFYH
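assay system = Procaspase-3 D3A mutant | signal = absorbance at 405 nm, 0 and 120 min | times = 1 h preincubation plus 2 h reaction at 25 °C | repeats = single replicate | read-out = % activation between DMSO and enzyme-spiked controls | medium = Zinc-free HEPES saline buffer with Triton X-100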
CTSL1 counter: Fasciola hepatica cathepsin L1 inhibitors, primary screen, counter-screen for PFM18AAP inhibitor project, biochemical, QFRET, fluorogenic peptide substrate; AID 1906, 2009; 300,000 tested, 0.49% active; inhibition, % at 5.96 µM; recombinant F. hepatica cathepsin L1, Z-Leu-Arg-MCA fluorescence;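 active = inhibition above the mean of all tested compounds plus 3 SD, set per screening campaign, cut at about 17% in these data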;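 also: 0% = plate median of test compound wells and 100% = 1 µM Z-Phe-Ala-diazomethylketone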
TPT1 inh: Candida albicans TPT1 enzyme inhibitors, primary screen, biochemical, fluorescence polarization | recombinant caTPT1, FP RNA substrate dephosphorylation | 300,000 tested, 0.81% active | inhibition, % at 5 µM | tRNA 2'-phosphotransferase TPT1 (Candida albicans SC5314);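 active = inhibition above the mean of all tested compounds plus 3 SD, set per screening campaign, cut at about 24% in these data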;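 also: plate controls were DMSO alone for no effect and ferristatin control at 100 nM for full effect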
proCasp7 act: procaspase-7 activators, primary screen, counter-screen for procaspase-3 activator project, biochemical, absorbance, HTS, human; Caspase-7 (Homo sapiens), P55210; activation, % at 8.5 µM; recombinant procaspase-7, Ac-DEVD-pNA absorbance 405 nm; D23A/D198A/D206A triple mutant, cannot self-cleave; scale: DMSO 0, 5 µM enzyme 100; 330,000 tested, 0.093% active;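 active = percent activation above the screen-wide mean plus 3 SD, cut at about 25% in these data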
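Assay system: Uncleavable procaspase-7 mutant enzyme | Input: 2 µM procaspase-7 mutant as dispensed | Timing: 1 h compound preincubation, 2 h substrate cleavage, 25 °C | Repeats: One well per compound | Control set: DMSO wells as 0%, DMSO with 5 µM added PC-7 as 100% | Technique: Epi-absorbance of released pNA at 405 nm, two timepoints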
JMJD2C inh: inhibitors of GASC-1 histone demethylase, primary screen, biochemical, fluorescence, DELFIA europium; Lysine-specific demethylase 4C (Homo sapiens), Q9H3R0; GST-JMJD2C(1-420) H3K9me3 demethylation; inhibition, % at 2.35 µM; 330,000 tested, 0.069% active;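 active = more than half of a compound's replicate wells show inhibition beyond 50%, single wells judged on their own value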;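 also: signal counts dimethyl H3K9 product captured on neutravidin plate; 0% = median of DMSO wells and 100% = 0.3 times that DMSO median; strong numbers were not always called active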
The depositor's hits bear a star; i = inactive; · = no result given; & = joins results of further samples. No enrichment for hits; 2.9% or so of the library scored in one or more.

Each structure is followed by: Efflux pump inh	HCV core dimer	PP5 primary	PP1 counter	proCasp3 act	CTSL1 counter	TPT1 inh	proCasp7 act	JMJD2C inh
1) COc1ccc(NC(=O)CCSCCC(=O)Nc2ccc(OC)cc2OC)c(OC)c1
  1.1	10	4.1	-1	0	-6	-2	-13	-5
2) CCOc1ccccc1C(=O)NCCC(=O)O
  0.1	-2	1.9	-2	-1	-3	-1	0	-4
3) Cn1c(C(=O)N2CCN(Cc3ccccc3)CC2)cc2c(=O)n(C)c3ccccc3c21
  -0.1	8	-1.2	1	6	2	-1	-7	2
4) O=C1CNC(=O)c2c(nc3n2CCC3)N1
  0.0	-2	-1.0	-3	1	0	-1	-2	-3
5) O=C(CN1CCc2ccccc21)NC(=O)NCc1ccco1
  0.0	11	0.4	-2	-5	-2	-1	-8	7
6) O=C(Nc1cccc(-c2cscn2)c1)C1CCN(Cc2ccsc2)CC1
  0.0	5	-0.2	-2	-7	4	-4	-1	2
7) COCCn1c(C)cc(C(=O)COC(=O)c2ccc(Br)o2)c1C
  -0.1	2	-0.3	-2	2	-13	-2	6	-27
8) COc1ccc(C(=O)COC(=O)c2cccc(-n3cnnn3)c2)c(OC)c1
  0.0	16	0.0	-5	-4	3	2	5	0
9) CC(=O)Oc1cccc(/C=N\NC(=O)C(=O)N/N=C/c2cccc(OC(C)=O)c2)c1
  -0.1	·	1.2	-1	9	·	·	5	0
10) CCOC(=O)CC(=O)CSc1nc2c(cc1C#N)CCC2
  0.2	2	1.4	0	-19	2	4	-20	-12
11) COc1cccc(C(=O)/C=C/Nc2ccc(S(=O)(=O)Nc3ccc(C(C)=O)cc3)cc2)c1
  0.4	16	3.9	-1	-2	4	4	-5	-6
12) NC(=O)C1CCN(C(=O)CN(c2cccc(C(F)(F)F)c2)S(=O)(=O)c2ccccc2)CC1
  0.3	-3	1.7	-5	-1	-3	3	-3	-12
13) COc1cccc(N=C2SC(CC(=O)Nc3ccccc3)C(=O)N2Cc2ccccn2)c1 (stereo unspecified)
  0.0	4	2.1	-2	-8	2	-2	-2	-4
14) Cc1cc(NC(=O)C(C)SCC(=O)OCc2ccc(Cl)cc2Cl)no1 (stereo unspecified)
  0.0	·	2.9	-4	4	·	·	3	5
15) CC1CCC(C(=O)NNC(=O)c2cc(-c3ccco3)[nH]n2)CC1 (stereo unspecified)
  0.0	1	1.2	-2	-7	-1	-1	0	10
16) C=C(C)c1cccc(C(C)(C)NC(=O)Nn2cnnc2)c1
  0.2	2	-2.3	8	-3	-2	-4	8	-1
17) Cc1cccc(-n2c(O)cnc2Nc2nc(C)cc(C)n2)c1
  0.7	6	0.0	-4	-5	-2	-1	7	3
18) CC(C)Oc1cccc(OCCN2C(=O)c3ccccc3C2=O)c1
  0.2	5	3.4	-1	-8	-1	2	3	-11
19) COc1ccc(-n2c(C(C)(C)C)csc2=Nc2c(C)n(C)n(-c3ccccc3)c2=O)cc1
  -0.1	-15	-0.1	0	1	-2	-4	-3	-8
20) N/C(=N\OC(=O)COc1ccc(Br)cc1)c1ccncc1
  0.0	5	-0.3	3	9	-13	1	11	3
21) O=C(Nc1ccc(-c2csnn2)cc1)C(Cl)(Cl)Cl
  -0.1	-5	0.2	-1	-7	-5	-2	9	2
22) COc1ccc(-c2nnc(Nc3ccc(CC(N)=O)cc3)c3ccccc23)cc1
  0.2	-7	3.3	0	4	6	1	9	15
23) Cc1ccc(CNC(=O)C2C3C=CC(C3)C2C(=O)O)cc1 (stereo unspecified)
  -0.1	-9	1.2	-2	-1	-2	-8	13	-7
24) O=C(COc1ccccc1Cl)Nc1ccc(S(=O)(=O)Nc2ccccn2)cc1
  0.0	0	-0.9	-2	8	1	0	5	9
25) CCCOc1ccc(-c2c(C(=O)N/N=C(\C)c3cccs3)nnn2-c2nonc2N)cc1
  0.1	21	-0.1	-4	8	2	1	2	2
26) CCOC(=O)C(Cc1ccccc1)C(=O)Nc1ccccc1C (stereo unspecified)
  0.0	-5	0.6	1	-2	2	-2	17	-8
27) CC(=O)Oc1oc(-c2ccccc2)nc1/C=N/c1ccccn1
  -0.6	3	0.4	-5	0	26*	-2	2	-5
28) COCCn1nnnc1C(CC(C)C)N1CCN(c2ccccc2)CC1 (stereo unspecified)
  0.0	-4	3.4	-4	-2	3	-3	13	28
29) Nc1nc(C2CCCCC2)cs1
  -0.1	0	-1.1	-4	-2	-2	0	2	-5
30) CC1(C)CC(=O)C2=C(C1)OC1=C(C2)C(=O)CC(C)(C)C1
  -0.1	-11	0.1	1	0	4	-4	-3	-20
31) O=S(=O)(NC1CCCC1)c1ccc(S(=O)(=O)N(Cc2cccs2)CC2CCCO2)cc1 (stereo unspecified)
  0.0	5	4.5	5	-4	-2	-3	4	·
32) O=C(COc1cccc2c1CCNC2=O)Nc1cccc(C(F)(F)F)c1
  0.1	2	0.3	0	4	-2	0	13	14
33) CN(C(=O)CSc1nc2ccc(Cl)cc2[nH]1)C1CCS(=O)(=O)C1 (stereo unspecified)
  -0.2	·	·	·	10	·	·	0	3
34) CCC1=Nc2cc(C(=O)NCCCN3CCOCC3)ccc2Sc2ccc(Br)cc21
  -0.1	-10	-2.8	-2	-3	-2	-2	4	5
35) COC(=O)c1ccc(/C=N/NC(=O)C(=O)N2CCCCCC2)cc1
  0.0	8	-1.0	2	0	0	0	-3	6
36) CC(=O)c1ccc(N2CCN(c3ncccn3)CC2)c([N+](=O)[O-])c1
  0.2	-7	2.1	3	-9	-2	2	-5	12
37) Cc1cc(Br)ccc1OCc1nc(-c2cccnc2)no1
  0.1	7	1.4	-2	0	0	3	1	-7
38) CCOC(=O)c1ccc(NC(=O)CCc2ccc(CC)o2)cc1
  0.0	0	2.4	-1	1	-1	-4	-9	0
39) c1csc(CSc2nnc3sc4ccccc4n23)c1
  0.0	-4	0.1	0	3	-1	2	4	0&-25
40) CCCCN=C1CC(C)(C)CC(=O)/C1=C(/O)CCC
  0.1	4	-2.6	-7	-2	1	0	3	-3
41) COc1ccc(/C=C2\CCC(C3CCCC3)C2=O)cc1Cn1cccn1 (stereo unspecified)
  -0.1	7	-0.6	11	-5	5	-1	3	2
42) CC1Sc2ccc(S(=O)(=O)NCCc3ccc(S(N)(=O)=O)cc3)cc2NC1=O (stereo unspecified)
  -0.2	2	2.6	0	-3	1	-1	-2	3
43) O=C(Cc1cccc(F)c1F)NC1CCCN(Cc2ccc(Cl)cc2)C1 (stereo unspecified)
  -0.2	-4	-0.9	1	-4	0	-5	-1	-1
44) COc1ccccc1N1CCN(C/C=C/c2ccc(N(C)C)cc2)CC1
  0.4	-6	2.7	-1	-5	-4	-1	-5	-7
45) Cc1ccc(NC(=O)CN2C(=O)S/C(=C\c3ccc(OCC(=O)O)c(Br)c3)C2=O)cc1
  -0.2	21	0.9	3	-7	5	1	-2	2
46) O=C(Nc1ccc(S(=O)(=O)N2CCc3ccccc32)cc1)c1ccco1
  -0.1	-1	5.1	2	-8	-1	-1	-6	1
47) CC(NC(=O)c1ccc(Br)cc1)C(=O)NC1=NCCS1 (stereo unspecified)
  -0.1	7	0.9	2	7	0	0	5	-7
48) Cc1ccc(CN2CCSc3sccc3C2=O)cc1
  0.2	0	-4.8	-5	3	-2	1	9	13
49) CCN1CCN(C(c2ccc(F)cc2)c2nnnn2Cc2ccc3c(c2)OCO3)CC1 (stereo unspecified)
  -0.1	-1	0.6	-2	-4	-4	-1	7	-8
50) COc1ccc(Cl)cc1NS(=O)(=O)c1ccc(S(=O)(=O)N2CCCC2)cc1
  -0.2	3	2.9	-5	0	2	2	4	-3
51) Cc1ccc(CN2C(=O)CSC(C)C2=O)cc1 (stereo unspecified)
  -0.5	-2	0.4	0	8	1	-4	8	0
52) CC(C)(C)NC(=O)/C=C/c1cccs1
  0.1	-4	-0.9	-5	2	2	-1	15	5
53) CCn1cc(C(=O)N2CCN(c3ccc(F)cc3)CC2)c2cc(OC)c(OC)cc2c1=O
  0.1	4	-2.7	-3	4	2	-2	5	-5
54) COc1cc(-c2nc(C)c(C(C)=O)n2O)ccc1OCC(=O)Nc1ccc(F)cc1
  -0.1	-5	0.9	-4	0	-4	-1	6	16
55) CC(C)c1ccc(NS(=O)(=O)c2ccc3[nH]cc(C(=O)N4CCC(C(N)=O)CC4)c(=O)c3c2)cc1
  0.3	0	1.4	10	-10	-3	0	8	-6
56) O=C(CCN1C(=O)c2ccccc2C1=O)CN1CCOCC1
  0.1	-5	0.9	-2	-5	-1	5	-2	64
57) O=C(c1cc2sccc2n1Cc1ccccc1)N1CCN(c2nc3ccccc3s2)CC1
  0.0	6	1.7	15*	1	4	-2	-7	i
58) Cc1ccccc1NC(=O)CSCCO
  0.0	0	-0.1	-4	-10	0	-3	-5	-2
59) Cn1c(SCC(=O)O)nnc1-c1ccc(NC(=O)c2ccc(Cl)c(Cl)c2)cc1
  0.1	5	-0.6	-4	-2	-2	4	-6	0
60) Cc1ccc(S(=O)(=O)N(C)Cc2ccccc2)cc1C(=O)N1CCCCC1
  0.2	-8	0.0	1	4	5	-3	-6	-13

(more compounds)
Each structure is followed by: Efflux pump inh	HCV core dimer	PP5 primary	PP1 counter	proCasp3 act	CTSL1 counter	TPT1 inh	proCasp7 act	JMJD2C inh
61) Cc1ccc(S(=O)(=O)NCC(=O)OCC(=O)NC(=O)c2cccn2C)cc1
  0.1	4	0.2	-3	1	-13	-2	-2	-6
62) O=C(O)C1CSCN1S(=O)(=O)c1cccc2nsnc12 (stereo unspecified)
  -0.1	-2	1.8	0	-4	-3	-4	-8	13
63) CCOC(=O)c1ccc(-n2c(=S)sc3c(=O)[nH]c(C)nc32)cc1
  0.1	1	1.6	1	-7	0	-2	-17	-1
64) O=C(CSc1ccccc1F)NCC(c1cccs1)N1CCOCC1 (stereo unspecified)
  0.5	·	·	·	2	·	·	4	-2
65) N#Cc1cc2c(nc1SCC(O)CS(=O)(=O)Cc1ccc(Cl)cc1)CCCC2 (stereo unspecified)
  0.1	8	1.4	4	1	5	2	7	8
66) Cc1nc2sc(C(c3ccco3)N3CCc4ccccc4C3)c(O)n2n1 (stereo unspecified)
  -0.1	16	1.2	3	-6	0	4	-18	7

Screens from PubChem BioAssay.
